USP1-UAF1 inh – Inhibitors of USP1/UAF1: Primary Screen. Ubiquitin carboxyl-terminal hydrolase 1 (Homo sapiens), O94782. recombinant USP1/UAF1, Ub-Rhodamine cleavage fluorescence. Potency, µM (titrated, usually from 57.1 µM), without a hit: top-dose activity change, negative = inhibition, hits mostly inhibitors. 390,000 compounds, 0.23% hits; note: potency is the fitted concentration of half-maximal effect; % is set by controls: 0 for no effect and ±100 for the full control effect; nearly all actives have a fitted effect of over 60% in size; inactives centre near -12
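USP1/UAF1 complex at 1 nM was preincubated with compound for 15 min at room temperature, then Ub-Rho substrate (150nM final) was added. Fluorescence (480/540 nm) was read kinetically, 6 reads every 60 seconds.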
rTrxR1 inhibitor – qHTS Assay for Inhibitors of Mammalian Selenoprotein Thioredoxin Reductase 1 (TrxR1): qHTS. recombinant rTrxR1, NADPH fluorescence consumption, selenite substrate. Potency, µM (highest dose often 114 µM), for the others: at the highest dose activity change, negative = inhibition, most hits filed as inhibitors. Thioredoxin reductase 1, cytoplasmic (Rattus norvegicus), O89049. 390,000 compounds, 1% hits; note: potency is the fitted concentration of half-maximal effect; % is set by controls: 0 for no effect and ±100 for the full control effect; nearly all actives have a fitted effect of over 65% in size
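Rat TrxR1 (90 nM in the dispensed reagent) was pre-reduced with 400 uM NADPH for 5 min at room temperature, then incubated with compound for 15 min. After 400 uM selenite was added, NADPH fluorescence (Ex 340/Em 450 nm) was followed for 8 min.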
TrxR1 substrate – qHTS Assay for Substrates of Mammalian Selenoprotein Thioredoxin Reductase 1 (TrxR1): qHTS; purified TrxR1 substrate turnover, NADPH consumption readout; Potency, µM (highest dose often 114 µM), for the others: at the highest dose activity change, negative = substrate turnover; Thioredoxin reductase 1, cytoplasmic (Rattus norvegicus), O89049; 390,000 compounds, 0.01% hits; note: potency is the fitted concentration of half-maximal effect; % is set by controls: 0 for no effect and ±100 for the full control effect; nearly all actives have a fitted effect of over 50% in size
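Rat TrxR1, dispensed at 90 nM, was prereduced with 400 uM NADPH (final) for 5 min at ~22 deg C, then incubated with compound 15 min before 400 uM selenite. A first-read NADPH fluorescence drop versus no-compound background flagged substrates.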
Vif-A3G inh – qHTS for Inhibitors of Vif-A3G Interactions: qHTS | HeLa A3G-eYFP + Vif (tagged APOBEC3G with the HIV-1 protein that degrades it), YFP fluorescence, overnight | 410,000 compounds, 0.076% hits | Potency, µM (doses to about 46.1 µM), for the others: top-dose activity, negative = active, actives largely listed as inhibitors | AID 602310, 2012 | DNA dC->dU-editing enzyme APOBEC-3G (Homo sapiens), Q9HC16;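 note: potency is the fitted concentration of half-maximal effect; % is set by controls: 0 for no effect and ±100 for the full control effect; nearly all actives have a fitted effect of over 60% in size; hits raise eYFP signal because A3G escapes Vif-driven loss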
Target sequence (Q9HC16 whole entry, looked up): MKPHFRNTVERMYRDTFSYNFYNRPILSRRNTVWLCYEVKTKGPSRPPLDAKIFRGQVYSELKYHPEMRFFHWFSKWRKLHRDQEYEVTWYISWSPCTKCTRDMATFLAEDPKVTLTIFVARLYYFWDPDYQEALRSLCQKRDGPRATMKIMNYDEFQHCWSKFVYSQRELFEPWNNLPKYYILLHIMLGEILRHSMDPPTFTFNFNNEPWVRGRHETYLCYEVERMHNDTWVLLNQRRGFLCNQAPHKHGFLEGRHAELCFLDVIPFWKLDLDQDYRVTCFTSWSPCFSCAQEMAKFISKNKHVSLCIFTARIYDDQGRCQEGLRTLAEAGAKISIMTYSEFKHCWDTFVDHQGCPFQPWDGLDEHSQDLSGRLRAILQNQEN
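HeLa cells stably expressing Vif and C-terminally eYFP-tagged A3G, seeded overnight at 37 deg C, then exposed to compound by pintool overnight at 37 deg C. Rise in yellow fluorescence (Ex 488/Em 500-530, Acumen) marks blocked Vif-driven A3G degradation.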
RGS4 inhibitor – Inhibitors of Regulator of G Protein Signaling (RGS) 4: qHTS. Transcreener GDP fluorescence polarization, RGS4-accelerated GTP hydrolysis. Potency, µM (highest dose often 114 µM), without a hit: at the highest dose activity change, negative = inhibition, most hits filed as inhibitors. 390,000 compounds, 0.039% hits; note: potency is the fitted concentration of half-maximal effect; % is set by controls: 0 for no effect and ±100 for the full control effect; nearly all actives have a fitted effect of over 75% in size; some results filed as inactive show a strong effect at the top dose
Target sequence (P49798 whole entry, looked up): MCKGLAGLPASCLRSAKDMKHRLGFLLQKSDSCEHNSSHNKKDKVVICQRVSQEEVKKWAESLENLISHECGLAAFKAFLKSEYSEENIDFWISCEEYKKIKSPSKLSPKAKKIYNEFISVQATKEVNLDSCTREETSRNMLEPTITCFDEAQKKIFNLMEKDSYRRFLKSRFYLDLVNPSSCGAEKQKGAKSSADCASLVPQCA
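MLSMR compounds (23 nl, pin-transferred) preincubated 10 min at room temperature with a 500nM (2x) first reagent, then RGS4 at 900nM (2x) plus Transcreener GDP mix added; fluorescence polarization (620/688 nm) read before and after 90 min at 30 °C.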
Vif-APOBEC3F blk – qHTS for Inhibitors of Vif-A3F Interactions: qHTS. HeLa A3F-eYFP + Vif (tagged APOBEC3F with the HIV-1 protein that degrades it), YFP fluorescence increase. Potency, µM (series often up to 46.1 µM), inactives show at the top dose activity, negative = active. 390,000 compounds, 0.2% hits. AID 602313, 2012; note: potency is the fitted concentration of half-maximal effect; % of control where 0% means no effect; nearly all actives have a fitted effect of over 65% in size
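HeLa cells stably expressing A3F-eYFP plus Vif, plated and incubated overnight at 37 deg C, then exposed to compounds overnight at 37 deg C. Blocked degradation read as raised yellow fluorescence (Ex 488/Em 500-530).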
LDHA inh – qHTS assay for inhibitors of human lactate dehydrogenase | L-lactate dehydrogenase A chain (Homo sapiens), P00338 | purified LDHA, NADH/diaphorase-resazurin fluorescence; stronger effect = lower value | activity change, % (values are at about 110 or 230 µM) | 480,000 compounds, 0.15% hits | AID 1347041, 2019; in the data active = activity change below about -30%; inconclusive = mostly about -25% to -30%;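 note: plate controls were DMSO wells for no effect and wells without enzyme for full effect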
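Enzyme activity of human lactate dehydrogenase 5 (2 nM; 0.06 mM NADH, 0.2 mM pyruvate, 5 min, RT) is measured via a resazurin/diaphorase fluorescence readout of residual NADH.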
IDH1 R132H inh – qHTS for Inhibitors of mutant isocitrate dehydrogenase 1 (IDH1): qHTS | AID 602179, 2012 | Potency, µM (top dose mostly 76.6 µM), for the others: top-dose activity change, negative = inhibition, hits mostly inhibitors | Isocitrate dehydrogenase [NADP] cytoplasmic (Homo sapiens), O75874 | IDH1-R132H enzyme, NADPH consumption, diaphorase/resazurin fluorescence | 390,000 compounds, 0.093% hits; note: potency is the fitted concentration of half-maximal effect; % is set by controls: 0 for no effect and ±100 for the full control effect; nearly all actives have a fitted effect of over 65% in size
Target sequence (O75874 whole entry R132H, stated change not applied): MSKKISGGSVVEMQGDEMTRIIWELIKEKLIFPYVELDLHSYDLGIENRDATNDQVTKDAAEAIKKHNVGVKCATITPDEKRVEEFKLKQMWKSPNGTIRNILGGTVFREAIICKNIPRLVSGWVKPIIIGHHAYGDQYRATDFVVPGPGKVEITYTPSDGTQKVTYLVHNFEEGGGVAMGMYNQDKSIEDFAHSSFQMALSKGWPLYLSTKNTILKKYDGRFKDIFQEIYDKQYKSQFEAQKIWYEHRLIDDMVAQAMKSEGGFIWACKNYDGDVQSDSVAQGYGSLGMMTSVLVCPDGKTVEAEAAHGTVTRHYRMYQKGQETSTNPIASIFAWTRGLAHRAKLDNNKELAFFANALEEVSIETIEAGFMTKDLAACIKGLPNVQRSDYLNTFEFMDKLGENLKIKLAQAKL
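IDH1-R132H (0.5 ug/mL dispensed) in pH 7.5 Tris buffer was preincubated 30 min with compound, then given a substrate mix of 0.016 mM NADPH and 2 mM alpha-KG for 80 min at room temperature; remaining NADPH was read by diaphorase/resazurin fluorescence.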
GRP78 ERSR act – qHTS for Inducers of the Endoplasmic Reticulum Stress Response (ERSR) in Human Glioma: qHTS; 420,000 compounds, 0.02% hits; AID 602332, 2012; U87-MG GRP78 promoter luciferase reporter, 16 h; Potency, µM, without a hit: top-dose activation, most hits filed as activators; note: potency is the fitted concentration of half-maximal effect; series mostly up to about 76 µM; % of control where 0% means no effect; nearly all actives have a fitted effect of over 35% in size
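Stably transfected U87-MG human glioma cells carrying a GRP78-based luminescent sensor were seeded at 1000 cells/well, pin-dosed with compounds and incubated 16 h. Luciferase reagent was then added, and end-point luminescence was read after 10 min at room temperature.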
An asterisk follows results filed as active; ? = inconclusive; / = no result given; [ ] = dose if it differs, or a comment. Unless noted, calls come from the whole dose curve; as a rule, active = well fitted curve in the direction sought with a large enough effect; inconclusive = small, poorly fitted or top-dose-only effect, or another doubt; inactive = no such curve, though single readings can be large; an effect the other way counts as inactive or inconclusive. This is a subset; rates above refer to the full screens.

Each structure is followed by: USP1-UAF1 inh	rTrxR1 inhibitor	TrxR1 substrate	Vif-A3G inh	RGS4 inhibitor	Vif-APOBEC3F blk	LDHA inh	IDH1 R132H inh	GRP78 ERSR act
> O=c1c(C=NCc2cccnc2)c(C(F)(F)F)[nH]n1-c1nc2ccccc2s1
  -27%	-3%	-9%	3%	0%	0%	-19	10%	-12%
> Cc1ccc(C)c(C(=O)N2CCC(n3nccc3NC(=O)C3CC3)CC2)c1
  -23%	-1%	-3%	0%	-2%	9%	0	9%	-4%
> CCOC(=O)CN(C(=O)CNC(=O)c1cccs1)C(C(=O)NC1CCCC1)c1ccncc1 (stereo not drawn)
  -24%	11%	0%	0%	8%	0%	-4	-7%	-1%
> O=C(C1CCC1)N1CCc2cc(S(=O)(=O)N3CCN(c4ccccn4)CC3)ccc21
  -15%	-3%	0%[57.1 µM]	0%	4%	1%	-5	-7%	-4%
> Cc1nn(C)c(C)c1NC(=O)COc1ccc(Cl)cc1
  -17%	47%[activator]	16%	1%	-22%	8%	0	0%	-3%
> COc1ccc(OC)c(C2Nc3nc4ccccc4n3C(C)=C2C(=O)Nc2ccc(C)cc2C)c1 (stereo not drawn)
  -22%	8%	3%	5%	26%	-6%	-5	-7%	7%
> COC(=O)c1cc(OC)c(OC)cc1-n1cnc2cc(OC)c(OC)cc2c1=O
  -2%	17%	5%	1%	3%	0%	1	2%	-3%
> CCc1cc(C(=O)N2CCN(c3ccccc3OC)CC2)sc1C
  0%	-1%	-1%	?	-7%	2%	-3	-4%	1%
> CCOC(=O)Cc1c(C)c2c(C)[nH]nc2oc1=O
  -18%	-18%	5%	3%	6%	-9%	0	3%	6%
> O=C(NCC(c1ccco1)N1CCOCC1)c1ccc(F)cc1 (stereo not drawn)
  -1%	-1%[57.1 µM]	-1%[57.1 µM]	-1%	-8%	-6%	-5	-3%	-3%
> Cn1ncc(Cl)c(Oc2ccccc2)c1=O
  2%	20%	-2%	4%	1%	0%	-4	3%	-2%
> O=c1cc(Cl)[nH]c(=O)n1Cc1ccccc1
  -6%	11%[57.1 µM]	8%[57.1 µM]	-4%	1%	14%	-6	-7%	-2%
> Cc1cc(=O)n(C)c(=O)n1CCCCCCN1CCCC1
  ?	28%	16%	0%	29%	-5%	?	10%	-3%
> NC(=S)N/N=C/c1ccc2c(c1)OCCO2
  1%	?	-11%[57.1 µM]	1%	0%	19%	-8	-1%	5%
> COc1cccc(NC(=O)CN(C)C(=O)/C=C/c2cn(-c3ccccc3)nc2-c2ccc(C)cc2)c1
  -21%	-3%	3%	4%	-23%	0%	1	6%	0%

Each structure is followed by: USP1-UAF1 inh	rTrxR1 inhibitor	TrxR1 substrate	Vif-A3G inh	RGS4 inhibitor	Vif-APOBEC3F blk	LDHA inh	IDH1 R132H inh	GRP78 ERSR act
> CN(C(=O)c1cccc(NC(=O)Cc2ccc(NC(=O)C3CCCN(C(=O)C4CCC4)C3)cc2)c1)C1CCC1 (stereo not drawn)
  -16%	13%	7%	-1%	-10%	5%	-12	0%	-1%
> CCc1cccc(NC(=O)COC(=O)/C=C/c2cccs2)c1
  -23%	19%	2%	0%	-18%	1%	-4	2%	-1%
> Cn1c(=O)c(=O)n(C)c2cc(S(=O)(=O)NCc3ccc(Cl)cc3)ccc21
  -16%	2%	0%	-1%	-104%[56.9 µM]	6%	2	1%	-1%
> CCOC(=O)c1c(S(=O)(=O)NCC(=O)Nc2cccc(CC)c2)c(C)n(C)c1C
  12%	14%[57.1 µM]	6%[57.1 µM]	0%	-10%	4%	-1	3%	-1%
> Cc1ccc(S(=O)(=O)N2CCC(C(=O)N[C@@H](C)C(=O)NCc3ccccc3)CC2)cc1
  -21%	6%	-5%	7%	-6%	-3%	-3	7%	-2%
> C=CCNCc1cc(=O)n2c(-c3ccccc3)csc2n1
  -20%	9%[57.1 µM]	7%	1%	-17%	-17%	-13	0%	-8%
> CSCCC(NC(=O)COc1ccccc1)C(=O)N1CCCC(C)C1 (stereo not drawn)
  -4%	15%	9%	5%	12%	0%	-3	-6%	3%
> CCC(C)NC(=O)c1cn(CC)c2ccc(S(=O)(=O)N3CCCCCC3)cc2c1=O (stereo not drawn)
  -8%	11%	-4%	1%	19%	4%	-2	-16%	-2%
> Cc1cc(C)c2nc(N3CCCC(C(=O)N4CCN(c5ncccn5)CC4)C3)sc2c1 (stereo not drawn)
  3%	-11%	-12%	2%	-12%	-6%	-3	6%	1%
> Cc1nnsc1C(=O)N/N=C/c1c(F)cccc1Cl
  -19%	30%[57.1 µM]	7%[57.1 µM]	0%	-5%	-11%	-3	0%	10%
> O=S(=O)(c1ccc(F)cc1)N1CCN=C1SCc1cccnc1
  -24%	11%	-1%	3%	17%	-2%	-10	3%	-5%
> C[C@H](CO)N1C[C@H](C)[C@@H](CN(C)S(C)(=O)=O)Oc2ccc(NS(=O)(=O)c3cn(C)cn3)cc2C1=O
  -33%	-1%	11%	-5%	13%	1%	-8	4%	-4%
> C[C@H](NC(=O)[C@@H]1Cc2ccccc2CN1C(=O)OC(C)(C)C)C(=O)NC1CCCC1
  -2%	10%	6%	-4%	-2%	2%	2	-7%	-2%
> CCc1cc2c(=O)c(-c3nc4ccccc4n3C)c(C)oc2c(CN2CCCCC2)c1O
  -11%	26%	19%	-3%	-11%	-10%	-4	-12%	3%
> COc1ccccc1C(=O)NC(CCSC)C(=O)NNC(=O)c1ccc(F)cc1 (stereo not drawn)
  -4%	-4%	-9%	2%	-7%	-4%	0	2%	-3%

Each structure is followed by: USP1-UAF1 inh	rTrxR1 inhibitor	TrxR1 substrate	Vif-A3G inh	RGS4 inhibitor	Vif-APOBEC3F blk	LDHA inh	IDH1 R132H inh	GRP78 ERSR act
> O=C(NCc1ccc2c(c1)OCO2)C1CC(c2ccc(Cl)c(Cl)c2)=NO1 (stereo not drawn)
  -9%	33%[activator]	14%	0%	2%	/	3	5%	-4%
> CCNC(=O)N1CCC(n2nccc2NC(=O)CCCc2ccccc2)CC1
  -4%	9%	-1%	-2%	20%	2%	-1	-6%	-7%
> COc1ccccc1NC(=O)Nc1nc(C(C)(C)C)cs1
  -27%	10%	-5%	1%	-4%	5%	0	14%	2%
> COCCCNC(=O)C1CCN(S(=O)(=O)c2ccc3nc4c(c(C(=O)O)c3c2)CCCCC4)CC1
  -19%	-4%	-5%	1%	-7%	-5%	-1	0%	-3%
> Cc1ccc(S(=O)(=O)N2CCOCC2)cc1NC(=O)CNC1CCCC1
  -6%	10%	1%	0%	-1%	8%	?	-8%	-1%
> CCCCN(CC)CCNC(=O)C1CCCN(c2ncnc3onc(C)c23)C1 (stereo not drawn)
  -26%	17%	1%	5%	-15%	5%	-2	2%	-3%

Filtered by structure, those above with an aryl methoxy group (6)
Each structure is followed by: USP1-UAF1 inh	rTrxR1 inhibitor	TrxR1 substrate	Vif-A3G inh	RGS4 inhibitor	Vif-APOBEC3F blk	LDHA inh	IDH1 R132H inh	GRP78 ERSR act
> COc1ccc(OC)c(C2Nc3nc4ccccc4n3C(C)=C2C(=O)Nc2ccc(C)cc2C)c1 (stereo not drawn)
  -22%	8%	3%	5%	26%	-6%	-5	-7%	7%
> COC(=O)c1cc(OC)c(OC)cc1-n1cnc2cc(OC)c(OC)cc2c1=O
  -2%	17%	5%	1%	3%	0%	1	2%	-3%
> CCc1cc(C(=O)N2CCN(c3ccccc3OC)CC2)sc1C
  0%	-1%	-1%	?	-7%	2%	-3	-4%	1%
> COc1cccc(NC(=O)CN(C)C(=O)/C=C/c2cn(-c3ccccc3)nc2-c2ccc(C)cc2)c1
  -21%	-3%	3%	4%	-23%	0%	1	6%	0%
> COc1ccccc1C(=O)NC(CCSC)C(=O)NNC(=O)c1ccc(F)cc1 (stereo not drawn)
  -4%	-4%	-9%	2%	-7%	-4%	0	2%	-3%
> COc1ccccc1NC(=O)Nc1nc(C(C)(C)C)cs1
  -27%	10%	-5%	1%	-4%	5%	0	14%	2%

Screening results deposited in PubChem BioAssay by National Center for Advancing Translational Sciences (NCATS).
